PvdQ acylase – P. aeruginosa PvdQ acylase inhibition | inhibition, % at 10 µM | purified PvdQ acylase, fluorescence plate reader | 340,000 tested, 0.063% active; in the data active = inhibition above about 30%, passing the limit was not always enough; inconclusive = no clear call, values can overlap the other calls;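 note: 0% = vehicle neutral wells and 100% = reference inhibitor wells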
Wnt bcat act – Wnt/beta-catenin pathway activation | Wnt/beta-catenin reporter cell assay, activator, plate reader | 300,000 tested, 1.2% active | activation, % at 9.35 µM; in the data active = activation above about 30%, passing the limit was not always enough; inconclusive = no clear call, values can overlap the other calls;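 note: 0% = neutral control wells and 100% = positive control wells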
HTR5A ag – activates human HTR5A in OPRM1-OPRD1 agonist counter-screen | activation, % at 9.3 µM | 340,000 tested, 0.61% active | HTR5A agonist assay, luminescence, cell-based; in the data active = activation mostly above about 9.5%, no sharp cut-off; inactive = mostly below about 7.6%;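 note: 0% = cells with vehicle only and 100% = reference agonist; strong numbers were not always called active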
Target sequence (P47898 whole entry, looked up): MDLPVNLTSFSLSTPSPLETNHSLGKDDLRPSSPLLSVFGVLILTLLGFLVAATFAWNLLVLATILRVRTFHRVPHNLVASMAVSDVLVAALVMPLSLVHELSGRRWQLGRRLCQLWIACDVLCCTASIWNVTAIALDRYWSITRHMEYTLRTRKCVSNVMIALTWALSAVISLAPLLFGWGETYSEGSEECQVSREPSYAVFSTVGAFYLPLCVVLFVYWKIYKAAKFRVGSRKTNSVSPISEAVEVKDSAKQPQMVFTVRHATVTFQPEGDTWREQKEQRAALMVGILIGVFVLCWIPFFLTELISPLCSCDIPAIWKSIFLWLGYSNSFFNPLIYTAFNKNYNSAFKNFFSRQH
V-ATPase pHluor – alters yeast V-ATPase proton transport; response, % at 10 µM; 350,000 tested, 0.37% active; S. cerevisiae, pHLuorin cytosolic pH fluorescence; in the data active = response mostly above about 7.3%, no sharp cut-off; inactive = mostly below about 5.4%; note: actives read high; inactives centre near 0; some compounds called inactive have numbers as strong as hits; reference of the scale not given here
HTR5A inv ctr – inverse agonist of human HTR5A in OPRM1-OPRD1 counter-screen; 340,000 tested, 0.083% active; inhibition, % at 9.3 µM; HTR5A cell line, luminescence, inverse agonism; P47898; in the data active = inhibition mostly above about 23%, no sharp cut-off; inactive = mostly below about 18%;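 note: 0% = cells with DMSO and 100% = no-cell wells with DMSO; some compounds called inactive have numbers as strong as hits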
dFosB activator – enhances mouse delta FosB homodimer DNA binding | AID 493131 | purified delta FosB, TAMRA-CDK5 oligo fluorescence polarization; percent of positive-control signal above neutral wells | activation, % at 25 µM | P13346 | 340,000 tested, 0.99% active;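 active = mean activation above about 17%, with every replicate also reaching it, limit read from the data, passing the limit was not always enough; inconclusive = only one of the two conditions met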;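 note: fluorescence polarization rise as delta FosB binds a TAMRA Cdk5 AP-1 oligo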
NSD2 inh – inhibitors of human histone methyltransferase NSD2. AID 743445. O96028. 310,000 tested, 0.54% active. inhibition, % at 12.5 µM. NSD2 peptide methylation, AlphaScreen, 120 min; in the data active = inhibition above about 50%
MITF act – activators of MITF-driven TRPM1 promoter activity in SK-MEL-5 cells; SK-MEL-5 TRPM1-promoter luciferase, 24 h; % of positive control, neutral wells = 0; activation, % at 12.5 µM; 300,000 tested, 0.75% active;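 active = mean activation of at least 80% with every replicate also reaching 80%; inconclusive = mean reaches 80% but some replicate falls short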;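 note: 0% = neutral control wells and 100% = parthenolide positive control wells; values of inactives mirror those of a sister screen read the other way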
CDK5 inh – inhibitors of human CDK5/p35 kinase | Recombinant CDK5/p35, ADP-Glo luminescence, 60 min | Q00535+Q15078 | 330,000 tested, 0.01% active | inhibition, % at 10 µM | AID 488839;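 active = highest replicate inhibition of at least 50% and at least 75% of replicates reaching 50%; inconclusive = only one of the two criteria met; inactive = both criteria failed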;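 note: plate controls were DMSO neutral control for no effect and GW8510 at 10 µM for full effect; many of its hits are not listed in these tables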
SR-BI DiI inh – mouse SR-BI HDL lipid transfer inhibition | 320,000 tested, 0.96% active | inhibition, % at 12.5 µM | Q61009 | ldlA[mSR-BI] CHO cells, DiI-HDL uptake fluorescence, 3 h;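 active = mean replicate inhibition of at least 70% and a set share of replicates each scoring 70 or more; inconclusive = meets just one of the two criteria; inactive = fails both criteria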;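 note: 0% = median of neutral control wells and 100% = median of positive control wells; values of inactives mirror those of a sister screen read the other way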
Target sequence (Q61009 whole entry, looked up): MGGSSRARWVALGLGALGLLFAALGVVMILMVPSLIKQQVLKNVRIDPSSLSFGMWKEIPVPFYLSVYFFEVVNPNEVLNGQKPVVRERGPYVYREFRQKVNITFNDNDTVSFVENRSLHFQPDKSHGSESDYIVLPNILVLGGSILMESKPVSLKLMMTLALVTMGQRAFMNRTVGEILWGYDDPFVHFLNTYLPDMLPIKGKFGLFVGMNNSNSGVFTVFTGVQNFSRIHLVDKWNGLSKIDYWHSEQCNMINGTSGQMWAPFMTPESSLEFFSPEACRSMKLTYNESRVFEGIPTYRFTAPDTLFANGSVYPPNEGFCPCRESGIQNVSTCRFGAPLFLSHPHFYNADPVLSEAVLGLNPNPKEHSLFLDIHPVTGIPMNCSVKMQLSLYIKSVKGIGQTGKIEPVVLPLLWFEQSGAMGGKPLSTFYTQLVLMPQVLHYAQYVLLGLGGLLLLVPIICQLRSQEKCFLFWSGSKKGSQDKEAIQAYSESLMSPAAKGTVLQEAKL
Active calls of the source: *; ? = inconclusive; / = not tested or not shown.

SMILES	PvdQ acylase	Wnt bcat act	HTR5A ag	V-ATPase pHluor	HTR5A inv ctr	dFosB activator	NSD2 inh	MITF act	CDK5 inh	SR-BI DiI inh
O=S(=O)(/N=C(/c1ccccc1)N1CCOCC1)c1ccc(F)cc1	6	-5	4	-8	-10	-4	1	9	-0.1	/
Cn1cccc1/C=C(\C#N)c1ccccc1	-2	0	1	6	-2	-3	5	-3	-0.6	-23
Cn1c(Cl)nc2ccccc21	11	2	-1	2	-41	1	-3	/	3.4	-10
O=C(NC(=S)NCCN1CCOCC1)c1cccc(Cl)c1	-12	0	-2	-2	4	0	0	11	-1.2	-32
COc1ccc(-c2nnc(NC(=O)c3ccc(S(=O)(=O)N4COCC4(C)C)cc3)o2)cc1	-13	/	-1	7	-35	-16	/	-29	0.1	8
O=C(Nc1nnc(-c2ccc(F)cc2)s1)c1ccco1	-3	15	2	-2	-15	13	-3	106*	-0.2	-17
CN(CC(=O)Nc1ccccc1Cl)C(=O)COC(=O)/C=C/c1ccc(C(F)(F)F)cc1	-9	2	1	3	2	-19	/	-4	-0.3	-6
CC1C(=O)N2CCCc3cc(NC(=O)CC(C)(C)C)cc1c32 (stereo not given)	-13	0	7	2	-16	-6	-3	-13	0.8	10
O=C1N/C(=C/c2cccs2)C(=O)N1Cc1ccc(F)cc1	-8	4	-1	-5	24	?	-3	3	0.9	8
O=C(C1CCCN(S(=O)(=O)c2ccccc2)C1)N1CCN(c2ccc(F)cc2)CC1 (stereo not given)	-18	-2	1	2	-10	-11	-2	-17	-2.0	3
O=C(COc1ccc(Cl)cc1Br)Nc1nnc(C2CC2)s1	-2	8	-1	-3	-44	12	-1	31	-0.1	-10
CCc1ccc(-c2n[nH]c(=O)c3ccccc23)cc1	4	1	0	-4	0	0	1	11	0.4	-26
CC(=O)Nc1c(NC(=O)CC#N)[nH]c2c(c1=O)c(=O)n(C)c(=O)n2C	-7	2	4	/	3	-5	-1	17	-3.6	-2
Cc1cccc(NC(=O)c2ccc(C3SCC(=O)N3CCc3ccccc3)cc2)c1C (stereo not given)	-12	-7	5	-7	1	-9	9	-8	2.2	60
O=CN1Cc2[nH]c3ccccc3c2N(c2ccc(Cl)cc2)C1=O	10	/	3	0	-8	3	/	/	-0.5	/
CC(=O)c1ccc(-c2ccc(/C=C(/Sc3n[nH]c(C)n3)C(=O)O)o2)cc1	-14	6	5	1	-31	-12	/	-4	2.5	/
CC(C)Oc1cccc(C(=O)C2CCCN(C(=O)c3ccsc3)C2)c1 (stereo not given)	-5	0	3	0	-8	6	3	-1	-0.2	/
O=C(c1ccc(N2CCCC2=O)cc1)N1CCN(c2ccccc2O)CC1	1	9	-1	-3	1	-7	-2	0	0.7	14
CC1(C)Cc2cccc(OCC(=O)NCc3ccccc3F)c2O1	24	0	0	-1	1	-4	-1	1	-1.1	18
N#Cc1c(N)sc2c1CCCCCC2	-12	/	4	7	-23	-15	7	1	0.5	12
COc1ccccc1C(=O)Nc1cccc(SC)c1	-9	23	4	-1	-11	2	-2	9	0.4	11
O=C(Nc1ccc(NC(=O)c2ccccc2O)cc1)Nc1ccc(F)cc1F	-12	-4	1	-6	26	32*	1	/	-0.5	/
CCNS(=O)(=O)c1ccc(NC(=O)c2ccc(Cn3cc(Br)cn3)o2)cc1	-9	-4	-5	-1	15	-11	1	2	-1.0	22
Cc1ccc(NC(=O)CNc2ccc(Cl)cc2F)cc1	2	/	-2	0	-25	-1	-2	13	0.5	-30
O=C(CSc1cccc[n+]1[O-])C12CC3CC(CC(C3)C1)C2	-4	0	-1	1	-2	3	/	-4	-0.7	-4
COc1ccc(-c2nnc(SC)n2C)cc1	-3	/	5	-2	-8	-5	-3	14	-0.8	0
O=c1c2c3c(sc2ncn1/N=C/c1ccco1)CCCC3	6	-1	1	8	-2	-21	-3	29	5.1	-20
COC(=O)c1cc(OC)c(OC)cc1NC(=O)C1CCCO1 (stereo not given)	-13	6	-1	-6	-5	-1	-2	7	-0.9	-28
COc1ccc(OC)c(/C=C/C(=O)c2ccc(Cl)cc2)c1	2	/	0	-2	-21	-7	5	6	1.9	18
Cc1cccc(C)c1NC(=O)CN(C)C(=O)c1cccc(NS(=O)(=O)c2ccccc2)c1	6	0	5	-3	7	0	-2	-5	1.4	-4
COc1cccc(Nc2nc(N)nc(-c3oc4ccccc4c3C)n2)c1	-16	/	11	0	6	60*	0	24	-4.1	6
O=C(NC1CCCC1)C(c1ccc(F)cc1)N(Cc1ccccc1)C(=O)c1csnn1 (stereo not given)	-6	-1	0	1	-4	-5	-5	-4	-3.0	/
COc1ccc(S(=O)(=O)N2CC=C(C(=O)NC3CCCC3)CC2)cc1	-14	0	-1	-2	6	1	3	-4	0.6	7
CN(C)c1cc[n+](CC(=O)Nc2ccccc2C(F)(F)F)cc1	-12	-1	2	3	-7	-6	-2	-15	-0.3	-15
CCOc1ccc(CCNC(=O)COC(=O)c2ccc[nH]c2=O)cc1OCC	-11	-3	-7	-1	16	-4	1	-6	-0.6	-37
CCOC(=O)C(=Cc1ccc(-c2ccsc2C(=O)OC)o1)C(=O)OCC	-12	0	-5	2	-7	-12	1	/	-0.5	76*
CCOc1ccc(/C=N/NC(=O)c2cc3c(OC)cc(OC)cc3[nH]2)cc1OC	2	-1	3	1	-10	-13	-2	7	2.3	64
CCn1nc(NC(=O)c2cccnc2)c2cc3cccc(C)c3nc21	-6	-2	18*	-4	-66	-2	-5	-5	-1.0	43
COC(=O)c1c(NC(=O)CSc2nnnn2-c2ccccc2)sc2c1CCC(C)C2 (stereo not given)	-9	-3	6	1	11	-7	-1	-1	-0.2	8
CCCNC(=O)NC(=O)CSc1nnc(-c2c[nH]c3ccccc23)o1	-3	0	1	4	-5	5	5	-1	1.4	-2

Three compounds from above, arranged by their value in SR-BI DiI inh, low to high.
Compound	SR-BI DiI inh
COC(=O)c1cc(OC)c(OC)cc1NC(=O)C1CCCO1 (stereo not given)	-28
COC(=O)c1c(NC(=O)CSc2nnnn2-c2ccccc2)sc2c1CCC(C)C2 (stereo not given)	8
CCNS(=O)(=O)c1ccc(NC(=O)c2ccc(Cn3cc(Br)cn3)o2)cc1	22

Carrying on.
SMILES	PvdQ acylase	Wnt bcat act	HTR5A ag	V-ATPase pHluor	HTR5A inv ctr	dFosB activator	NSD2 inh	MITF act	CDK5 inh	SR-BI DiI inh
NC(=S)N/N=C/C=C/c1ccccc1	-2	1	0	5	15	-5	-2	10	0.5	?
O=C(Nc1ccccc1C(=O)N1CCCC1)c1ccccc1	10	-2	3	-3	11	-4	/	-13	0.0	-3
COc1ccc(OC)c2[nH]c(=O)c(CCNC(=O)COc3ccccc3)cc12	-6	/	3	-1	-7	0	1	0	-0.3	0
CCCSc1nc2c(cnn2-c2ccc(C)c(C)c2)c(=O)[nH]1	-8	-3	4	0	-11	-6	/	18	-1.8	8
CCCOc1ccc(-c2cn3ccccc3n2)cc1[N+](=O)[O-]	25	/	-5	0	13	-4	-1	?	2.4	21
COc1ccc(-c2noc(N3CCC(C(=O)NCCCN4CCCCC4)CC3)n2)cc1	-19	5	1	-1	-21	-9	/	/	-1.7	-16
Nc1c(C(=O)Nc2ccccc2)sc2nc(-c3ccco3)ccc12	-8	/	7	-2	-20	-6	1	/	0.3	56
Cc1cc2[nH]c(=O)cc(-c3ccccc3)n2n1	-9	4	-1	-1	5	-6	-6	/	2.8	-19
CC(C)CC(NC(N)=O)C(=O)OCC(=O)Nc1ccc(SC(F)F)cc1 (stereo not given)	-11	-1	0	-7	1	-6	2	-3	3.2	11
COc1ccc(OCCC(=O)OCC(=O)NC(=O)NC(C)(C)C)cc1	0	/	3	-3	-16	1	-1	2	0.1	13
O=C1c2ccccc2C(Nc2ccc(S(=O)(=O)N3CCOCC3)cc2)N1c1cccnc1 (stereo not given)	-2	2	5	2	-10	-2	/	/	2.1	-32
C#CCOCCOCCOCCNc1nc(N2CCN(C(=O)CCCCCCCCCCNC(=O)[C@H]([C@@H](C)CC)n3cc(CCCCCN)nn3)CC2)nc(N2CCN(C(=O)CCCCCCCCCCNC(=O)[C@H](CO)n3cc(CCCCCN)nn3)CC2)n1	-16	/	0	4	-37	-247	/	-81	5.7	15
CCCCNC(=S)Nc1ccc(Oc2ccccc2)cc1	-10	-1	7	4	27	-5	/	-6	-7.6	25
CC(C)(C)CC(=O)N1CCN(c2ccc(S(=O)(=O)N3CCOCC3)cc2[N+](=O)[O-])CC1	-4	10	-4	2	11	-8	2	-2	0.1	1
CCN1CCN(S(=O)(=O)c2cccc(S(=O)(=O)N3CCOCC3)c2)CC1	2	-3	-2	5	5	0	0	-9	-7.5	-12
O=C(COC(=O)Cc1cccs1)Nc1cc(S(=O)(=O)N2CCOCC2)ccc1Cl	-7	-2	-5	-6	18	-2	-2	2	4.0	-38
Cc1c(C(=O)NC(=S)N(Cc2ccccc2)c2ccccn2)cccc1[N+](=O)[O-]	-12	5	-5	2	-17	-6	8	11	-2.4	8
Cc1c(OCc2ccc([N+](=O)[O-])cc2)ccc2c3c(c(=O)oc12)CCC3	-8	-1	-4	8	10	7	-2	112*	1.0	2
COC(=O)c1ccc(COC(=O)Cc2n[nH]c(=O)c3ccccc23)cc1	3	0	3	0	-8	-9	-2	-1	1.5	-5
COc1ccc2c(C(=O)c3ccc(C)cc3)n(CCC(N)=O)[n+]([O-])c2c1	-14	-1	1	-1	1	3	/	11	-1.7	-25
Cc1cc(OCC(=O)NCCc2ccc(S(N)(=O)=O)cc2)c2c(C)cc(=O)oc2c1	-12	-3	6	3	17	15	-8	1	-3.3	-1
CC(C)CCNC(=O)/C=C/c1ccc(Br)cc1	-6	6	-7	0	19	-2	-2	27	0.2	-11
CC(C)OC(=S)N/C(=N\S(=O)(=O)c1ccccc1)c1ccccc1	-12	/	2	5	-24	0	-2	2	2.0	-29
CCOc1ccc(C)cc1S(=O)(=O)NC1CCCCC1	-13	-7	0	7	2	-5	-3	/	1.2	-18
CCc1ccc(OCC(=O)NNC(=O)Cc2c(F)cccc2Cl)cc1	-4	-5	2	-2	-7	29*	0	4	1.4	-8
Cc1ccc(F)c([C@H]2[C@H]3C=CC[C@@H](C)[C@@H]3C(=O)N2Cc2ccccc2)c1	-13	-2	0	-3	-10	-1	/	30	2.4	-25
Nc1ncnc2c1ncn2[C@@H]1O[C@H](CNCc2cccc(C#Cc3ccccc3)c2)[C@@H](O)[C@H]1O	-1	-1	-2	1	8	4	/	-9	1.2	6
COc1ccc(NC(=O)Nc2ccc(Cc3ccncc3)cc2)c(OC)c1	-16	/	-3	-1	8	0	-1	-15	-1.5	-13
COc1cc(OC)c2c(-c3cccc(-c4cccc(C)c4)c3)cc(=O)oc2c1	11	-2	-1	2	5	1	/	-28	0.7	59
CCN(CC(=O)Nc1ccccc1C(F)(F)F)C(=O)c1ccccc1Sc1ccccc1C#N	-16	-2	-5	-4	13	-18	0	10	2.1	7
O=C(NCc1cccs1)c1cc(C2CC2)on1	-12	19	3	0	-12	-2	/	/	-2.4	-23
Cc1cccc(COC(=O)Nc2ccc(NC(=O)c3ccccc3Cl)cc2)c1	5	-1	2	-1	-9	11	1	-7	0.3	52
COc1ccc2[nH]c(=O)c(CN(CCc3cccc(C)c3)C(C)=O)cc2c1	-11	/	-5	1	3	0	-3	/	-0.7	-17
Nc1nnc(CC(=O)N/N=C/c2ccc(-c3cccc(C(=O)O)c3)o2)s1	6	38*	-4	5	5	0	7	8	-1.0	-23

High-throughput results as filed in PubChem BioAssay.
